# Screening data (PubChem)
# MT1-MMP txn act: MT1-MMP promoter reporter activation – cell-based, luciferase luminescence, primary screen. HT1080 MT1-MMP promoter luciferase reporter, overnight; hits give high values. activation factor at 10 µM. 86,000 compounds, 0.16% hits;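 active = activation factor of at least 2 for MT1-MMP transcription at 10 µM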
# * hit, by the source's call. This is a subset, so the mix of outcomes need not match the whole.
# The opening two compounds, to show the layout:
SMILES,MT1-MMP txn act
O=C(CCc1nc2ccccc2[nH]1)NC1CCCCC1,1.1
COC(=O)c1ccc(CSc2nc(-c3ccc(OC)cc3)nc3c2c(=O)n(C)c(=O)n3C)o1,1

# The whole of this part, previewed entries included:
SMILES,MT1-MMP txn act
O=C(CCc1nc2ccccc2[nH]1)NC1CCCCC1,1.1
COC(=O)c1ccc(CSc2nc(-c3ccc(OC)cc3)nc3c2c(=O)n(C)c(=O)n3C)o1,1
COC(=O)[C@@H]1C[C@@]2(O)[C@H](O)[C@H](O)[C@H](O)C[C@H]2N1Cc1cc(OC)cc(OC)c1,1.1
COc1ccc(C)cc1NC(=O)c1cc2c(CO)cnc(C)c2oc1=N,1.2
CCCCCn1c(SCC#N)nc2cc(C(=O)NC3CCCCC3)ccc2c1=O,1.3
Cc1ccc(N2CCN(c3cc(C)nc4nc(C)nn34)CC2)c(C)c1,1
Cn1c(=O)c2c(nc(SCCN3CCOCC3)n2Cc2ccccc2Cl)n(C)c1=O,1.1
COc1ccc(N2CCC(CNC(=O)Nc3ccc(C)c(C)c3)C2)cc1 (centres undefined),1.2
COC(=O)[C@@]1(Cc2ccc(F)cc2)[C@H]2c3cc(C(=O)N4CCCC4)n(CCc4ccc(OC)c(Br)c4)c3C[C@H]2CN1C(=O)c1ccccc1,1.2
CC(=O)N1CC=CC1(C)C(=O)O (centres undefined),1
COC(=O)c1ccc(C(NC(=O)OCc2ccccc2)/C(F)=C/[C@@H](C)C(=O)N2CCN(C)CC2)cc1 (some centres undefined),1.5
COc1ccccc1/C=c1\sc2nc(-c3ccncc3)nn2c1=O,1
CCn1cc(C(=O)O)c(=O)c2cc(F)c(N3CCNCC3)cc21,1
COC(=O)c1ccc(C(NC(=O)c2ccccc2)[C@]2(C)C[C@H]2C2CCCCC2)cc1 (some centres undefined),1.2
COC(=O)[C@@]1(Cc2ccc(F)cc2)[C@H]2c3cc(C(=O)N(C)C)n(Cc4ccc(C(F)(F)F)nc4)c3C[C@H]2CN1C(=O)c1ccccc1,1.2
COC(=O)c1ccc(C23CC4(C2)[C@H](CN(Cc2cccnc2)[C@@H]4c2ccccc2)C3c2ccccc2)cc1 (some centres undefined),1.2
COC(=O)c1[nH]c2cc(OC)ccc2c1NC(=O)CN1CCOCC1,1
Cc1ncc(CO)c2cc(S(=O)(=O)c3ccc(F)cc3)c(=O)oc12,1.1
O=C(C1=C(O)C(=O)N(CCN2CCOCC2)C1c1cccs1)c1cc2ccccc2o1 (centres undefined),1.2
O=C1c2ccccc2C(Nc2ccc3c(c2)OCCO3)N1c1ccccn1 (centres undefined),1.2
CCC1=C2CC[C@H]3C(=O)N(c4ccccc4)C(=O)[C@H]3[C@H]2[C@@]2(Cc3ccccc3)C(=NCCc3c[nH]c4ccccc34)OC(=O)N2C1=O,1.2
CN(C)S(=O)(=O)c1ccc(/C(O)=C2/C(=O)C(=O)N(CCN3CCCCC3)C2c2cccnc2)cc1 (centres undefined),1.2
CC1CN(Cc2nc3c(c(=O)n(C)c(=O)n3C)n2Cc2ccc(Cl)cc2)CC(C)O1 (centres undefined),1.2
CCC1=C(OC(=O)N(CC)CC)N2C(=O)OC(=NCC(=O)OC)[C@]2(C)[C@H]2C1=CC[C@H]1C(=O)N(CC)C(=O)[C@H]12,1.2
CCOC(=O)C(=CNc1ccc(O)c(C(=O)OC)c1)C(=O)OCC,1
SMILES,MT1-MMP txn act
Cc1cc(-c2ccccc2)nc(N2CCC(C(=O)NCC3CCCCC3)CC2)n1,1.3
CN(C)/C=N/c1cc(=O)[nH]c(=O)n1CC1CC1,1.1
COC(=O)c1ccc2c(c1)N(Cc1nc(-c3cccc(Cl)c3)oc1C)C(=O)C1CCCN21 (centres undefined),1.3
COc1ccc2nc3c(cc2c1)Cc1ccccc1-3,1
COc1ccc(OC)c(NC(=O)CSc2nnc(Cn3c(=O)sc4ccccc43)n2C)c1,1.1
NC(=O)c1ccsc1NC(=O)C1CC1,1
CCC1=C(OC(=O)N(CC)CC)N2C(=O)OC(=NCC(=O)OC)[C@]2(Cc2ccccc2)[C@H]2C1=CC[C@H]1C(=O)N(c3ccccc3)C(=O)[C@H]12,1.1
Cc1ccc(S(=O)(=O)NC(=O)NN2CCCCCC2)cc1,1.2
Cn1c(Cn2c(=O)sc3ccccc32)nnc1SCC(=O)Nc1cccc(Cl)c1,1.1
CCCc1c(OCCCCc2nn[nH]n2)ccc(C(C)=O)c1O,1
Cc1ccc(N2CCN(S(=O)(=O)c3ccc(F)cc3)CC2)c(C)c1,1
CC(=O)c1cc2c(cc1NC(=O)c1cc(C)nn1-c1ccccc1)OCO2,1.1
COCCn1c(SCC(N)=O)nc2c(c1=O)SC(C)C2 (centres undefined),1.4
CCCn1c(=O)n(C)c(=O)c2c3oc(=O)c(NC(=O)c4ccc(F)cc4)cc3[nH]c21,0.9
CC(=O)N1[C@H](Cc2ccccc2)C=C[C@]1(C)C(=O)NCc1ccc(C)o1,1
O=C(c1ccccc1)c1c[nH]c2cc3c(cc2c1=O)OCO3,1.1
COc1ccc(S(=O)(=O)Cc2ccc(C(=O)N3CCN(c4ncccn4)CC3)o2)cc1,1
CCOC(=O)C1CCN(C(=O)Nc2ccc(Cl)cc2Cl)CC1,1.3
CCC1=C(OC(=O)N(CC)CC)N2C(=O)OC(=NCCc3c[nH]c4ccccc34)[C@]2(C)[C@H]2C1=CC[C@H]1C(=O)NC(=O)[C@H]12,1.1
C[C@@H]1C=C[C@](Cc2ccccc2)(C(=O)NCC2CC2)N1C(=O)c1ccccc1,1
O=C(NCc1ccccc1)c1cc(-c2cccc(O)c2)on1,1.3
CC(=O)N1CC=CC1(CC(C)C)C(=O)NCc1cc(F)cc(C(F)(F)F)c1 (centres undefined),1.1
CC(=O)Nc1c(C(=O)N2CCN(c3ncccn3)CC2)cnn1-c1ccccc1Cl,1.1
CC[N+](C)(C)Cc1ccccc1Br,1
O=C1c2ccccc2C(=O)N1CCCN1CCN(CCCN2C(=O)c3ccccc3C2=O)CC1,1.3

# Some of the entries so far, with bars between the fields:
mol | MT1-MMP txn act
O=C(c1ccccc1)c1c[nH]c2cc3c(cc2c1=O)OCO3 | 1.1
COC(=O)c1ccc(C23CC4(C2)[C@H](CN(Cc2cccnc2)[C@@H]4c2ccccc2)C3c2ccccc2)cc1 (some centres undefined) | 1.2
COc1ccccc1/C=c1\sc2nc(-c3ccncc3)nn2c1=O | 1

# The listing continues:
SMILES,MT1-MMP txn act
CCOC(=O)C1=C(CCc2ccccc2)NC(=O)NC1c1ccc2ccccc2c1 (centres undefined),1.4
CCN(CC)CCNC(=O)c1cc(S(C)(=O)=O)ccc1OC,1.1
Cc1cc(N2CCN(c3nc(N4CCOCC4)nc4ccccc34)CC2)c2ccccc2n1,1.3
CCc1c2c(nc3ccccc13)OC(C)C2 (centres undefined),1.1
COc1cc(-c2nnc3sc(-c4ccncc4)nn23)cc(OC)c1OC,1.1
COC(=O)c1ccc(C(NC(=O)OCc2ccccc2)/C(=C/[C@@H](C)C(=O)NCc2ccncc2)c2cccnc2)cc1 (some centres undefined),1.5
CSc1nc(NCc2ccco2)c2c3c(sc2n1)CN(C)CC3,1.3
Cc1ccc(N2C(=O)CC(N3CCN(C)CC3)C2=O)cc1 (centres undefined),0.9
O=C1c2ccccc2-c2ncnc3cccc1c23,0.9
Cc1cc(C)nc(N2CCCC(C(=O)Nc3nnc(C(C)C)s3)C2)n1 (centres undefined),1
Cc1cc(N2CCN(C(=O)c3ccco3)CC2)n2nc(C)nc2n1,1
CCn1cc(C(=O)N2CCc3ccccc3C2)c(=O)c2cc(S(=O)(=O)N3CCCCC3)ccc21,1.2
CCC1=C2CC[C@H]3C(=O)N(CC(=O)OC)C(=O)[C@H]3[C@H]2[C@@]2(C)C(=NCC(=O)OC)OC(=O)N2C1=O,1.1
Cc1nc2sc3c(c2c2nc(-c4ccco4)nn12)CC(C)(C)OC3,1.2
Cc1cc(NC(=O)CSc2nc(C3CC3)nc3sc4c(c23)CCC(C)C4)no1 (centres undefined),1.3
Cc1cn([C@H]2C[C@H](N=[N+]=[N-])[C@@H](CO)O2)c(=O)[nH]c1=O,1.1
Cn1c(Cn2c(=O)sc3ccccc32)nnc1SCC(=O)N1CCCCCC1,1.1
C=C(CC1([C@@H](NP(=O)(c2ccccc2)c2ccccc2)[C@H]2C[C@@H]2CCCC)CC1)c1cccc(OC)c1,1
COc1ccc(-n2nnc3c(SCC(=O)N4CCCc5ccccc54)ncnc32)cc1,1
C[C@]12CC[C@@H]3c4ccc(O)cc4C(=O)C[C@H]3[C@@H]1CC[C@@H]2O,1
Cc1nn2c(c1-c1ccccc1)NC1=C(C(=O)CCC1)C2c1cccnc1 (centres undefined),1.1
CC(=O)OCC(=O)[C@@]1(O)CC[C@H]2[C@@H]3CCC4=CC(=O)CC[C@]4(C)[C@H]3[C@@H](O)C[C@@]21C,1.1
COc1ccc2nc(SCC(=O)N3CCN(c4ccccc4F)CC3)c(C#N)cc2c1,1.5
COC(=O)c1cccc(C23CC4(C2)[C@H](CN(Cc2cccnc2)[C@@H]4c2ccccc2)C3c2ccc(Cl)nc2)c1 (some centres undefined),1
C[C@]1(C(=O)O)C=C[C@@H](Cc2ccccc2)N1C(=O)c1ccccc1,1

# Single values from the results shown.
# MT1-MMP txn act with Cc1cc(C)nc(N2CCCC(C(=O)Nc3nnc(C(C)C)s3)C2)n1 (centres undefined) = 1
# MT1-MMP txn act with CCn1cc(C(=O)N2CCc3ccccc3C2)c(=O)c2cc(S(=O)(=O)N3CCCCC3)ccc21 = 1.2
# MT1-MMP txn act with C=C(CC1([C@@H](NP(=O)(c2ccccc2)c2ccccc2)[C@H]2C[C@@H]2CCCC)CC1)c1cccc(OC)c1 = 1

# Next entries follow.
SMILES,MT1-MMP txn act
O=C(c1cccc2ccccc12)n1nnc2ccccc21,1.1
Cn1c(=O)c2c(SCC(=O)N3CCN(c4ccccc4)CC3)nc(C3CC3)nc2n(C)c1=O,1.1
CCCC1(C(=O)OC)C=C2C(=C(C)C(=O)C2C)CN1 (centres undefined),1.6
Cc1c(C(=O)N2CCN(c3ccccc3)CC2)sc2ncnc(N3CCN(c4ccccc4)CC3)c12,1
O=C(c1cc2c(=O)oc3ccccc3c2s1)N1CCN(c2ccccn2)CC1,1.1
CCOC(=O)C1=C(C)N(CCCC(=O)O)C(=O)NC1c1cc2ccccc2c2ccccc12 (centres undefined),1.2
Cn1c(=O)c2c(nc(Oc3ccc4c(c3)OCO4)n2Cc2ccc(Br)cc2)n(C)c1=O,1
COc1ccc(N=c2scc(-c3ccc(S(=O)(=O)N4CCOCC4)cc3)n2CCCO)cc1,1.1
CC(C)(C)NS(=O)(=O)c1cccc2nsnc12,1
Cn1c([N+](=O)[O-])cnc1COC(N)=O,1.1
Cc1cc(Nc2cccc(F)c2)n2nc(C)nc2n1,1.1
Cc1cc(C)nc(-n2nc(C)cc2NC(=O)c2ccc(Br)o2)n1,1
COc1ccc(C2CC(c3ccco3)n3ncnc3N2)cc1 (centres undefined),1.3
COC(=O)[C@@H]1C[C@@]2(O)[C@H](O)[C@H](O)[C@H](O)C[C@H]2N1C/C=C/c1ccccc1,1.2
CCOC(=O)c1c(NC(=O)c2noc3c2CCCC3)sc2c1CCCC2,1.1
CCc1nnc(NC(=O)CSc2nnc(CSc3nc(C)cc(C)n3)n2CC)s1,1
COC(=O)C1=C(C)N(CCCC(=O)O)C(=O)NC1c1ccc([N+](=O)[O-])cc1 (centres undefined),1.1
Cc1ccc(CSc2nnc(Cn3c(=O)sc4ccccc43)n2C)cc1,1
COC(=O)c1ccc(C23CC4(C2)[C@H](CN(CC2CCCCC2)[C@@H]4c2ccccc2)C3c2ccc(Cl)nc2)cc1 (some centres undefined),1.2
Cc1nn2c(-c3cccc(NC(=O)CN4CCOCC4)c3)nnc2c2ccccc12,0.9
COc1ccc([C@@H]2Sc3ccccc3N(CCN(C)C)C(=O)[C@@H]2OC(C)=O)cc1,1.1
COc1ccc(C2C3=C(CC(C)(C)CC3=O)Oc3ncn4nc(-c5cccnc5)nc4c32)cc1OC (centres undefined),1.1
COc1cc(NC(=O)c2cccs2)c(OC)cc1NC(=O)c1ccco1,1
CCn1c(Oc2ccc(Oc3ncc(Cl)cc3Cl)cc2)nc2c1c(=O)n(C)c(=O)n2C,1.1
Cc1ccc(Cc2c(C)nc3c(C(=O)O)cnn3c2C)cc1,1.2

# 6 successive records from above, quoted:
SMILES,MT1-MMP txn act
O=C(c1cccc2ccccc12)n1nnc2ccccc21,1.1
Cn1c(=O)c2c(SCC(=O)N3CCN(c4ccccc4)CC3)nc(C3CC3)nc2n(C)c1=O,1.1
CCCC1(C(=O)OC)C=C2C(=C(C)C(=O)C2C)CN1 (centres undefined),1.6
Cc1c(C(=O)N2CCN(c3ccccc3)CC2)sc2ncnc(N3CCN(c4ccccc4)CC3)c12,1
O=C(c1cc2c(=O)oc3ccccc3c2s1)N1CCN(c2ccccn2)CC1,1.1
CCOC(=O)C1=C(C)N(CCCC(=O)O)C(=O)NC1c1cc2ccccc2c2ccccc12 (centres undefined),1.2

# Following part
SMILES,MT1-MMP txn act
Cn1cc(C(=O)NC2CCCCCC2)c(=O)c2cc(S(=O)(=O)N3CCCC3)ccc21,1.2
C#CCCCC(=O)Nc1ccccc1,1.1
c1nc(N2CCOCC2)c2sc3nc(N4CCOCC4)c4c(c3c2n1)CCCC4,1.1
COC(=O)[C@@]1(Cc2ccccc2)C=C[C@@H](C)N1C,1
CCN1CCN(CC(=O)Nc2ccc3c(c2)OCO3)C(=O)C1=O,1.1
CCC(=O)Nc1nc2c(OC)ccc(C)c2s1,1.2
C#C[C@]1(O)CC[C@H]2[C@@H]3CCc4cc(OC)ccc4[C@H]3CC[C@@]21C,1.3
CCCCCCNC(=O)c1c(N)n(/N=C/c2ccco2)c2nc3ccccc3nc12,1.1
Cc1cc(N2C(=O)C(=O)/C(=C(/O)c3ccccc3)C2c2cccc(Br)c2)no1 (centres undefined),1.1
NC(N)=NC(=O)c1nc(Cl)c(N)nc1N,1.1
CO[C@@]1(NC(=O)Cc2cccs2)C(=O)N2C(C(=O)O)=C(COC(N)=O)CS[C@@H]21,1.1
CCOC(=O)C1=C(C)N(CCCC(=O)O)C(=O)NC1C(CC)CC (centres undefined),1.1
CCn1cc(C(=O)NCc2cccs2)c(=O)c2cc(S(=O)(=O)N3CCOCC3)ccc21,1.2
Cc1c(C(=O)Nc2ccc(F)cc2)oc2ccc(S(=O)(=O)N3CCCC3)cc12,1.2
Cn1cnc2c1c(=O)[nH]c(=O)n2C,0.9
CCOc1ccccc1NC(=O)Cn1cnc2c(nnn2-c2cccc(OC)c2)c1=O,1
CCOC(=O)c1ccc(Nc2cc(C)nc3nc(C)nn23)cc1,1
